Bioassay records deposited in PubChem BioAssay by several laboratories.
eLon inh: inhibits E. coli Lon protease; P0A9M0; purified E. coli Lon protease, fluorescence polarization; inhibition, % at 7.94 µM; 360,000 tested, 0.42% active; AID 602123; in the data active = inhibition above about 13%, passing the limit was not always enough;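 note: 0% = enzyme with probe and DMSO and 100% = no enzyme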
Target sequence (P0A9M0 whole entry, looked up): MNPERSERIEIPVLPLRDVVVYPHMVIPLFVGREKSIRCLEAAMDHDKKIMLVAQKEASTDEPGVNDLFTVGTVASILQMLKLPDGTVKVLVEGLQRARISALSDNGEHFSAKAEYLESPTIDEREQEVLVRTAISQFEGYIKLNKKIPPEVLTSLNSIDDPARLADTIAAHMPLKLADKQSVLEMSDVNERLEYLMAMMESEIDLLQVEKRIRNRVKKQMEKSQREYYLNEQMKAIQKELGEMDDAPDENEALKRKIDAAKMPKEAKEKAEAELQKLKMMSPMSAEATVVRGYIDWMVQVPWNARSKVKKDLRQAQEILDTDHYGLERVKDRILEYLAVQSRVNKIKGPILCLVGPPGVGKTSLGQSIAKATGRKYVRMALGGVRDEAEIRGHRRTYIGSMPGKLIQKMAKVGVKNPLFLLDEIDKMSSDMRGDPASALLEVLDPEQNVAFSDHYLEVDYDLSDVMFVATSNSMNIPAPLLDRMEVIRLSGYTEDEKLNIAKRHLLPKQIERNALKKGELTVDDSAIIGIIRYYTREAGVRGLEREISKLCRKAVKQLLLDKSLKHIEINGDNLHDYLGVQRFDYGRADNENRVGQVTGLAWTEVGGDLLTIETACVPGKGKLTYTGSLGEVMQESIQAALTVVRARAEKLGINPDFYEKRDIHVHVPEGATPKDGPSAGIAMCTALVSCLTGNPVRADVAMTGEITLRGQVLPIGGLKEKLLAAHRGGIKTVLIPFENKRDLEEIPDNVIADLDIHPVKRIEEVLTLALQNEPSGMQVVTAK
TbMetRS inhib: blocks T. brucei methionyl-tRNA synthetase activity; purified T. brucei MetRS, ATP depletion, Kinase-Glo luminescence; 360,000 tested, 0.4% active; inhibition, % at 11.9 µM;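 active = inhibition above a per-plate cutoff of the control wells' mean inhibition plus 3 SD, cut at about 5.5% in these data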;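 note: 0% = DMSO wells median and 100% = median of wells with control inhibitor compound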
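Material: T. brucei methionyl-tRNA synthetase, purified; reagent: substrates ATP, L-methionine and bulk Escherichia coli tRNA; dosing: 11.9 µM single point; timing: 15 min plus 2 h at 25 °C; detection: luminescence of leftover ATP; evaluation: % inhibition; control set: DMSO-only wells as low control; replicates: singlicate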
MLLE-PAM2 inh: inhibitors of microRNA-mediated deadenylation, human PABP1 MLLE binding; P11940; GST-MLLE / FITC-PAM2 fluorescence polarization; inhibition, % at 20 µM; 360,000 tested, 0.36% active; AID 588489; in the data active = inhibition above about 35%, passing the limit was not always enough;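 note: plate controls were DMSO wells with GST-MLLE for no effect and wells lacking GST-MLLE protein for full effect; some results filed as inactive read as strong as hits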
SKN-1 inh: inhibitors of C. elegans SKN-1; C. elegans VP596 Pgst-4::GFP/RFP ratio, acrylamide-induced, 24 h; 360,000 tested, 0.49% active; AID 624304; inhibition, % at 21.8 µM;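 active = interference check ratio from 0.5 to 1.5 plus GFP to RFP signal ratio inhibition reaching or exceeding a fixed threshold, cut at about 30% in these data, passing the limit was not always enough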; note: some compounds called inactive have numbers as strong as hits
MsrA inh: inhibitors of bovine MsrA; purified bovine MsrA, absorbance read-out; inhibition, % at 15.5 µM; 360,000 tested, 0.75% active; AID 651718; in the data active = inhibition above about 4.5%;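 note: 0% = vehicle wells with enzyme and 100% = reference inhibitor wells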
FAS TE block: FAS thioesterase (human) inhibition; P49327; recombinant FAS-TE, OMFH fluorogenic substrate, fluorescence endpoint; inhibition, % at 15 µM; 360,000 tested, 0.67% active; AID 602261;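 active = compounds whose normalised, plate-corrected inhibition of enzyme fluorescence in the single-dose primary screen is 50% or more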;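 note: 0% = DMSO with enzyme and 100% = substrate without enzyme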
MT1-MMP act inh: inhibitors of human MT1-MMP activation; 360,000 tested, 0.061% active; GFP/RFP ratio change, % at 20 µM; P50281; HT1080 RFP-PRO-GFP cells, GFP/RFP ratio fluorescence, overnight; percent of plate control window, DMSO zero; AID 651647;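 active = GFP/RFP ratio change of at least 30% with cell ATP level not reduced by more than half and red fluorescence within 50% of control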; note: strong numbers were not always called active
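Test system: HT1080 RFP-PRO-GFP cells; Benchmarks: DMSO and RFP-L50D-GFP cell wells; Timing: cells overnight before dosing, compound overnight, 37 °C, 5% CO2; Compound: one 20 µM compound dose with 1% DMSO; Read-out: GFP/RFP fluorescence ratio.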
MsrA act: activates bovine MsrA enzyme | purified bovine MsrA, absorbance read-out | activation, % at 10.6 µM | 360,000 tested, 0.3% active | AID 602163; in the data active = activation above about 7.5%;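 note: 0% = vehicle and 100% = reference activator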
NRP1-CendR mod: modulators of CendR peptide binding to human neuropilin-1. 360,000 tested, 0.85% active. FAM-RPARPAR peptide binding to NRP-1, fluorescence polarization. AID 602438. inhibition, % at 25 µM. O14786;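 active = inhibition or corrected inhibition above about 18%, plus a signal ratio from 0.5 to 1.5, limit read from the data, passing the limit was not always enough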; note: strong numbers were not always called active
Starred values were filed as active, the others as inactive; · = no result given.

Compound	MsrA act	MT1-MMP act inh	TbMetRS inhib	eLon inh	SKN-1 inh	MsrA inh	NRP1-CendR mod	MLLE-PAM2 inh	FAS TE block
Cc1c(C#N)c(N)nc2c3c(sc12)NC(=O)CC3c1ccc(F)cc1 (centres undefined)	-1	1	-0.4	0	11	0.7	11	9	0
Cc1nn(CC(=O)N(C)C2(C#N)CCCCC2)c(C)c1[N+](=O)[O-]	-6	-2	-0.5	1	2	-1.0	-2	0	-4
CCOC(=O)CN1CC23C=CC(O2)C(C(=O)NCc2ccc(F)cc2)C3C1=O (centres undefined)	-2	0	0.1	-1	-5	-1.1	-6	2	-5
O=C(Cn1[nH]c(=O)c2ccccc2c1=O)Nc1cccc(S(=O)(=O)N2CCCCCC2)c1	-7	1	-0.1	1	-4	0.1	7	-3	6
Oc1ccc(/C=N/N(Cc2ccccc2)c2ccccc2)c(O)c1O	-4	11	-0.9	5	12	0.6	6	-18	8
CC(=Nc1ccc(C)cc1C)c1sc2ccccc2c1O	-3	-72	-0.1	-31	11	-0.6	-38	-41	6
Cc1cccc(C(=O)NCC(=O)N2CCN(S(=O)(=O)c3cc(C)ccc3C)CC2)c1	-1	-4	-0.4	-17	-11	-0.2	3	6	0
CC1(C)CC(=O)C2=C(C1)N(Cc1ccco1)C(=O)NC2(C(F)(F)F)C(F)(F)F	-2	1	-0.3	-2	-2	0.6	-11	8	-6
CC1=C(C(=O)Nc2cccc(C(=O)NC(C)C)c2)SCCO1	-2	-2	-0.7	-10	1	-0.9	14	0	-6
c1ccc(-c2nc(-c3ccc(-c4ccon4)s3)no2)cc1	4	2	-0.8	-24	30	1.4	-16	-16	5
COC(=O)C1CCN(C(=O)c2ccc(NC(C)=O)cc2)CC1	-1	1	-0.5	-1	3	-0.4	3	-1	-5
O=C1CCC(C(=O)N2CCCCCC2)CN1CCc1ccc(Cl)cc1 (centres undefined)	-3	-5	0.1	2	13	1.7	6	4	-4
Oc1ccc(-c2nc3c4c(ncn3n2)-c2ccccc2CC42CCCC2)cc1	-4	-5	-1.0	11	6	-0.5	2	8	29
CCOC(=O)N1CCN(C(=O)C2CCN(C(=O)c3cc(OC)cc(OC)c3)CC2)CC1	-2	11	-0.5	0	10	2.1	-4	-9	-13
Cc1cc(C(=O)Nc2nc3c(C)cccc3s2)c(C)o1	0	-1	-0.3	-3	2	0.9	8	1	-11
c1ccc(OCCCN2CCCC2)cc1	-4	2	-0.8	-9	9	-1.1	23*	4	-2
COc1ccc(-n2nc3c(c2NC(=O)CBr)CSC3)cc1	0	-1	-0.3	11	-4	-0.9	-12	-36	-8
CN(C)CCNC(=O)/C(=N\O)c1ccccn1	-6	0	-1.3	-9	3	-0.7	7	15	-7
CSCCC(N=C1NS(=O)(=O)c2ccccc21)C(=O)NCCc1ccccc1 (centres undefined)	-4	-2	-0.2	14	-17	0.5	12	-2	-2
OCC1(CCCc2ccccc2)CCN(C2CCSCC2)CC1	-2	1	-0.2	-4	6	-0.9	4	0	-4
CCc1nnc(NC(=O)CSc2nnc(-c3cccnc3)n2CC)s1	-2	-3	-0.6	3	4	-0.8	7	3	-3
CC(=O)Nc1ccc(S(=O)(=O)N[C@@H](C)C(=O)OCC(=O)c2ccc[nH]2)cc1	-2	1	-0.2	4	13	-0.5	-7	-17	-5
Cc1nnnn1/C(=C\c1ccccc1)C(=O)OCC(=O)Nc1cccc(S(=O)(=O)N(C)C)c1	1	-7	0.0	-10	-2	0.4	5	-9	29
O=C(OCC(=O)N1CCc2ccccc21)c1ccc([N+](=O)[O-])o1	5	2	-0.1	3	20	1.9	-9	-8	33
CCSc1nsc(NC(=O)Nc2ccccc2OC)n1	-3	3	-0.8	-4	3	-0.4	6	-2	2
CC(C)n1nc(C(=O)Nc2ccccc2N2CCOCC2)c2ccccc2c1=O	-7	-3	-1.3	12	12	0.1	-1	9	10
O=[N+]([O-])c1cccc(-c2ccc(/C=N/NC(=S)NCc3ccco3)o2)c1	-2	-4	-0.6	0	1	2.4	1	10	38
O=C(Nc1ccc2c3c(cccc13)CC2)c1cccc([N+](=O)[O-])c1	-2	3	-0.4	-4	7	0.9	-12	-10	14
O=C(Nc1ccc(Cl)c(S(=O)(=O)N2CCOCC2)c1)c1cc(-c2ccccn2)nc2ccccc12	-3	11	-0.2	3	-15	1.2	-6	-4	17
COc1ccc(Cc2noc(CN(C)Cc3cccc(-n4cccn4)c3)n2)cc1OC	-3	1	-0.1	-4	12	-0.5	2	-15	2

Reprinted from the part before: two compounds, then new ones.
Compound	MsrA act	MT1-MMP act inh	TbMetRS inhib	eLon inh	SKN-1 inh	MsrA inh	NRP1-CendR mod	MLLE-PAM2 inh	FAS TE block
O=C(Nc1ccc(Cl)c(S(=O)(=O)N2CCOCC2)c1)c1cc(-c2ccccn2)nc2ccccc12	-3	11	-0.2	3	-15	1.2	-6	-4	17
COc1ccc(Cc2noc(CN(C)Cc3cccc(-n4cccn4)c3)n2)cc1OC	-3	1	-0.1	-4	12	-0.5	2	-15	2
C(=C\c1ccccc1)/CN1CCN(C(c2ccccc2)c2nnnn2C2CCCCC2)CC1 (centres undefined)	-5	2	-0.3	-8	8	0.5	-10	-4	15
O=C(N[C@H](CO)Cc1ccccc1)c1ccco1	-1	1	0.0	4	12	0.2	-17	15	-8
COC(=O)c1ccccc1S(=O)(=O)N1CCC(C(=O)OCc2cccc(OC)c2OC)CC1	-2	2	-0.5	-13	-4	0.7	6	4	17
CCOC(=O)c1ccc(-c2ccc(CO)o2)cc1	-2	-3	-1.0	-4	-12	1.2	8	24	-1
CCOc1ccc2c(c1)-c1c(ssc1=S)C(C)(C)N2C	0	6	-0.4	9	-7	2.4	3	23	17
O=C(O)CCC(=O)Nc1sc2c(c1C(=O)Nc1cccc3ccccc13)CCCCC2	-5	-16	-0.8	-18	7	-0.1	-43	-78	-4
CC(=O)NCCc1nc2ccccc2n1Cc1cc(C)ccc1C	-1	0	-0.2	-4	-11	0.1	-13	5	-3
CC1(C)CC(=O)C(Sc2ccccc2C(=O)O)=C(O)C1	-6	4	-0.9	3	-6	0.1	7	6	-11
O=S(=O)(Nc1ccc(F)cc1)c1cccc2nsnc12	-1	-3	-1.4	-2	-8	-0.9	-4	4	0
COc1ccc(C(=O)c2c3ccc([N+](=O)[O-])cc3[n+]([O-])n2CCCC(N)=O)cc1	-14	6	-0.6	3	-3	2.4	2	-6	-13
CC(=O)c1ccc(CCCC(=O)O)cc1	-9	-2	-1.2	-12	-18	0.3	-6	16	-11
COc1ccc(-c2cc(C(F)(F)F)c3c(=O)n(-c4ccccc4)[nH]c3n2)cc1	1	18	-0.4	-5	14	·	1	4	2
CCCn1c(N)c(C(=O)CSc2nnc(C3CC3)n2-c2ccccc2)c(=O)[nH]c1=O	-4	0	-0.1	7	0	2.4	-4	15	-6
Cc1cccc(C)c1Nc1nnc(SCc2nc3ccccc3c(=O)[nH]2)s1	-13	·	-0.5	2	-9	0.1	2	2	-7
Nc1ccc2ccccc2c1[N+](=O)[O-]	0	-1	-0.2	-12	1	0.5	4	7	-2
Cc1ccc(S(=O)(=O)N2CCN(C(=O)C3CSC4(C)CCC(=O)N34)CC2)cc1C (centres undefined)	-2	2	0.6	2	-6	0.2	-16	-1	-2
COc1cccc(CNc2nc3ccc(C)cc3n3cnnc23)c1	-3	-2	0.6	-40	5	-1.6	-2	-10	-5
CC(=O)c1cccc(NC(=O)c2cc(S(=O)(=O)N3CCCCC3)ccc2N2CCOCC2)c1	-1	-2	0.1	-7	2	1.0	-8	0	4
Cc1ccc(S(=O)(=O)N2CCCC2C(=O)OCC(=O)Nc2ccc3c(c2)OCO3)cc1 (centres undefined)	-1	3	0.3	-4	15	-0.7	-6	5	3
O=C(Nc1nc2ccc(Cl)cc2s1)c1cccc(N2C(=O)CCC2=O)c1	-6	2	-0.4	-3	6	1.8	-2	0	-2
COc1ccc(-c2cc(CNC(=O)CN(C)Cc3ccccc3)on2)cc1	-2	1	-0.3	-10	-9	-0.8	-4	15	5
O=[N+]([O-])c1ccc(CN2CCCCCC2)s1	-1	-2	-0.6	-2	-5	0.1	1	6	-10
CC1C(=O)NN=C1C(=O)N/N=C/c1ccco1 (centres undefined)	-4	-1	-0.1	-2	0	3.5	-6	-7	-3
CC(C)(C)OC(=O)N1CC2Cc3[nH]c(=O)ccc3C(C2)C1 (centres undefined)	-8	-1	-0.9	7	7	1.3	7	0	-6
Cc1ccc(S(=O)(=O)N2CCCCC2)cc1NC(=O)c1cc(=O)[nH]c2ccccc12	-7	1	-0.2	7	-7	1.7	-7	6	19
Cc1ccccc1CC(=O)NCCN1CCCCC1	-8	3	-1.1	-2	-4	0.8	6	-11	-8
COc1ccc(NC(=O)c2cccs2)cc1O	-6	4	-1.0	-2	10	0.1	7	-4	-6

Among those listed so far, these have an aryl methoxy group.
Compound	MsrA act	MT1-MMP act inh	TbMetRS inhib	eLon inh	SKN-1 inh	MsrA inh	NRP1-CendR mod	MLLE-PAM2 inh	FAS TE block
CCOC(=O)N1CCN(C(=O)C2CCN(C(=O)c3cc(OC)cc(OC)c3)CC2)CC1	-2	11	-0.5	0	10	2.1	-4	-9	-13
COc1ccc(-n2nc3c(c2NC(=O)CBr)CSC3)cc1	0	-1	-0.3	11	-4	-0.9	-12	-36	-8
CCSc1nsc(NC(=O)Nc2ccccc2OC)n1	-3	3	-0.8	-4	3	-0.4	6	-2	2
COc1ccc(Cc2noc(CN(C)Cc3cccc(-n4cccn4)c3)n2)cc1OC	-3	1	-0.1	-4	12	-0.5	2	-15	2
COC(=O)c1ccccc1S(=O)(=O)N1CCC(C(=O)OCc2cccc(OC)c2OC)CC1	-2	2	-0.5	-13	-4	0.7	6	4	17
COc1ccc(C(=O)c2c3ccc([N+](=O)[O-])cc3[n+]([O-])n2CCCC(N)=O)cc1	-14	6	-0.6	3	-3	2.4	2	-6	-13
COc1ccc(-c2cc(C(F)(F)F)c3c(=O)n(-c4ccccc4)[nH]c3n2)cc1	1	18	-0.4	-5	14	·	1	4	2
COc1cccc(CNc2nc3ccc(C)cc3n3cnnc23)c1	-3	-2	0.6	-40	5	-1.6	-2	-10	-5
COc1ccc(-c2cc(CNC(=O)CN(C)Cc3ccccc3)on2)cc1	-2	1	-0.3	-10	-9	-0.8	-4	15	5
COc1ccc(NC(=O)c2cccs2)cc1O	-6	4	-1.0	-2	10	0.1	7	-4	-6

Compounds as they come. Share with any hit: about 4%.
